High-throughput results from PubChem.
Cl transport mod: KCC2 (human) Cl- transport modulation; Q9H2X9; KCC2 cells, thallium flux FluoZin-2 fluorescence; B-score of Tl+ flux slope (higher = more flux/activation; lower = inhibition) at 10 µM; 190,000 compounds, 2.2% hits;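 active = thallium flux slope and its plate-corrected score both differing from the plate sample mean at a set confidence after two filtering rounds, in either direction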;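 note: slope of fluorescence scaled to starting intensity during 10 to 20 s after thallium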
Target sequence (Q9H2X9 whole entry, looked up): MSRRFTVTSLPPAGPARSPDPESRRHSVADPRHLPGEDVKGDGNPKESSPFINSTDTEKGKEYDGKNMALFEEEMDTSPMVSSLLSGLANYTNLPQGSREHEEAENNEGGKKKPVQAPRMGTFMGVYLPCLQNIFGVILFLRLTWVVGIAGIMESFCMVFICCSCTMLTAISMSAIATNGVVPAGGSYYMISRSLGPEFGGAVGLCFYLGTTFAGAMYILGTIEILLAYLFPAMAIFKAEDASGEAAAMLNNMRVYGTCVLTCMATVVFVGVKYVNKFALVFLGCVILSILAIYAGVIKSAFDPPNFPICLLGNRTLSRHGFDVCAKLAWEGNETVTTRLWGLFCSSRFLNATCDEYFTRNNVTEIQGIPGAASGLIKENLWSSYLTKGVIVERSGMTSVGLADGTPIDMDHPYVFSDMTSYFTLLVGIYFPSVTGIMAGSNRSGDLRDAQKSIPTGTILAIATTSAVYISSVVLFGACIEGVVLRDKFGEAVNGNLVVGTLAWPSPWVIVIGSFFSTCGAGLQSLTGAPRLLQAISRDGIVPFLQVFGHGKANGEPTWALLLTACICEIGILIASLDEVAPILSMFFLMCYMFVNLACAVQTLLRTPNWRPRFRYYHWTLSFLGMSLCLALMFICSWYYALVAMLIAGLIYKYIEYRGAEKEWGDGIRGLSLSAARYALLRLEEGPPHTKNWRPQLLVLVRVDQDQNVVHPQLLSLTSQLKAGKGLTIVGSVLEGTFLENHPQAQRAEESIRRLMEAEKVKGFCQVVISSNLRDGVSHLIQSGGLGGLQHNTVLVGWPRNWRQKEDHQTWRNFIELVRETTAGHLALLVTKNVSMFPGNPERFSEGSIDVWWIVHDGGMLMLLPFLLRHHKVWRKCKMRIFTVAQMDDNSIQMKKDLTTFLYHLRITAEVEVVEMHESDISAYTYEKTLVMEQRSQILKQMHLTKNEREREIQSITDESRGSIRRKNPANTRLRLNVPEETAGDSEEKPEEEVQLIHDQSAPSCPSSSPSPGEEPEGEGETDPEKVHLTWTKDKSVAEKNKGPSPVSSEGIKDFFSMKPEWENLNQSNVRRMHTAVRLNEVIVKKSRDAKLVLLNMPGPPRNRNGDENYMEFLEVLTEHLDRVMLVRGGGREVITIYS
eIF4E-4G inh: inhibitors of eIF4E and eIF4G interaction in translation initiation; inhibition, % at 21.7 µM; AID 782; TR-FRET eIF4E-eIF4GI(517-606) binding, 2 h; 220,000 compounds, 0.37% hits; P63073+Q04637;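 active = inhibition above about 30%, limit read from the data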;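 note: 0% = full FRET control wells and 100% = background wells lacking eIF4GI fragment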
MDM2 E3 inh: Mdm2 E3 ligase (human) inhibition | signal enhancement, % at 5 µM | 210,000 compounds, 0.11% hits | AID 1230 | cell-based MDM2 ubiquitination luciferase reporter, 2 h; 0 = plate control, 100 = twice control, blank-subtracted;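 active = signal enhancement of 30% or more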;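 note: luminescence tracks abundance of the self-degrading MDM2-luciferase fusion protein; higher signal means inhibition of MDM2 E3 ligase activity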
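test system = mammalian cells stably expressing self-ubiquitinating, self-degrading MDM2 E3–luciferase fusion | quantity = 2000 cells/well | incubation = cell settling 4 h, compound treatment 2 h, both 37 °C | signal = luminescence with SteadyLite reagent, 15 min at room temperature | evaluation = % enhancement relative to plate controls after blank subtraction | benchmarks = plate controls and plate blanks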
TNF death inh: TNF-alpha cell death inhibition in Jurkat FADD-/- cells; Jurkat FADD-/- TNF necroptosis rescue, ATP luminescence, 24 h; 0 = TNF only, 100 = no-TNF cells; activation (protection from cell death), % at 10 µM; 220,000 compounds, 0.068% hits;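 active = activation, meaning protection from cell death, of at least 50% relative to plate controls; inactive = activation below 50%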;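 note: necroptosis triggered by 40 ng/mL TNF-alpha added together with compound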
L929 necroptosis: blocks zVAD induced death of L929 cells; 220,000 compounds, 0.38% hits; viability rescue, % at 10 µM; L929 zVAD necroptosis rescue, ATP luminescence, 24 h; with zVAD 60 µM;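 active = activation, scaled between plate controls, above about 75%, limit read from the data; inactive = activation under that limit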;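 note: 0% = zVAD with DMSO and 100% = DMSO alone without zVAD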
Calpain2 inh: blocks pig calpain II enzyme activity | purified calpain II, fluorogenic peptide substrate, 30 min | AID 1236 | inhibition, % at 16 µM | 220,000 compounds, 0.37% hits;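 active = inhibition above about 50%, limit read from the data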
Rad51 HR inh: blocks human Rad51 in homologous recombination. Q06609. hRad51 DNA strand exchange, fluorescence dequenching. inhibition, % at 10 µM. 200,000 compounds, 0.085% hits;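 active = inhibition above 40% at the single screening dose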;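 note: 0% = DMSO control wells and 100% = blanks with heterologous ssDNA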
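Test system: preformed human Rad51 ssDNA filaments; also added: Donor/quencher-labelled 47-bp dsDNA substrate; doses: 10 µM final, single point; times: 37 °C 15-min filament assembly, 30-min compound preincubation, 15-min exchange; detection: FRET fluorescence dequenching, excitation 485 nm, emission 520 nm; read-out basis: Fluorescence-based percent inhibition, control- and blank-normalised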
EBV gp42 inh: inhibitors of Epstein-Barr virus glycoprotein 42 | Fluorescence polarization binding assay, mP read-out | AID 1085 | 220,000 compounds, 0.42% hits | inhibition, % (tested at 21.74 µM); in the data active = inhibition above about 50%
PERK inh: human PERK inhibition, primary cell-based screen | Q9NZJ5 | CHO PERK-DD fusion, SEAP luminescence translation reporter | inhibition, % at 5.6 µM | 220,000 compounds, 0.17% hits | AID 1416;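 active = inhibition above the mean inhibition of all tested compounds plus 3 SD, set separately per screening campaign, cut at about 2.9% in these data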;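 note: PERK kinase domain activated by AP20187 dimerizer at 100 nM; 0% = DMSO with dimerizer and 100% = rapamycin at 8.4 µM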
Starred values were filed as active, the others as inactive; i = inactive; · = not tested or not shown; [ ] = another dose, or the depositor's remark.

SMILES	Cl transport mod	eIF4E-4G inh	MDM2 E3 inh	TNF death inh	L929 necroptosis	Calpain2 inh	Rad51 HR inh	EBV gp42 inh	PERK inh
Brc1ccc(-c2nnc3ccc(N4CCN(c5ccccc5)CC4)nn23)cc1	·	-104	-19	-2.6	26	-187	6	-51	0.9
C=CCNC(=S)N1CCN(c2ccccc2Cl)CC1	-1	-8	·	-2.8	0.5	17	·	-7	-0.2
Cc1ccc(-c2ccc(=O)n(CC(=O)NCCN3CCCCC3C)n2)cc1 (configuration not stated)	·	1	-7	-5.3	0.1	-29	2	-12	-0.4
CSc1ccccc1NC(=S)N/N=C/c1cccn1Cc1ccc(F)cc1	4.1*	0	-8	-1.0	-0.8	-22	1	-10	1.0
O=C(Nc1cccc2ncccc12)c1cccc(F)c1	·	0	3	-3.5	-0.2	2	-2	-4	2.2
O=C(O)CCn1c(C(=O)O)cc2sccc21	·	-18	-20	0.5	-0.3	16	1	-17	1.4
c1ccc(-n2nnc(-c3cccnc3)n2)cc1	0.011	1	·	-0.1	2.0	-7	5	-13	1.3
O=C(Nc1cccc(N=Cc2cc(Cl)cc(Br)c2O)c1)c1ccco1	0.95	4[fluorescence artefact?]	-11	-0.5	0.7	-26	-18	21	0.5
CC(C)c1csc(CN2CCN(CCc3ccccc3)C(CCO)C2)n1 (configuration not stated)	-0.055	-2	7	0.3	0.7	-1	-8	0	0.5
CCCCn1c(SCC(=O)NCc2ccco2)nc2ccccc2c1=O	9.1*	-5	-11	-2.7	0.5	-110	0	-5	-2.2
O=C(OCc1nc2ccccc2[n+]([O-])c1C(=O)c1ccccc1)c1ccco1	-0.17	5	-15	3.1	0.1	8	8	-12	-0.6
CC(C)(CO)Nc1nc(N2CCCC2)nc(N2CCCC2)n1	-0.34	3	-2	0.2	0.2	-6	0	-3	-0.5
CCOC(=O)N1CCN(CCC(=O)Nc2ccc(OC)cc2OC)CC1	·	-2[fluorescence artefact?]	-3	0.7	-0.8	-10	2	-2	-0.1
Cc1[nH]n(-c2ccccc2)c(=O)c1/C=N/O	·	2[fluorescence artefact?]	-18	0.5	2.4	-20	-3	-19	0.3
COc1ccc(NC(=O)c2cc(C3CC3)on2)c(OC)c1	-0.3	1	-26	1.7	1.3	14	-6	0	-0.7
Cc1ccc(C(=O)NN2C(=O)C3C(C2=O)C2C=CC3C23CC3)cc1 (configuration not stated)	0.0084	-1	-6	0.7	0.7	-12	26	2	0.9
CC(c1ccccc1)n1cc(C(=O)NCCN2CCOCC2)nn1 (configuration not stated)	0.83	0	-20	-0.6	0.0	14	7	-5	-0.8
CC1(C)Cc2c(c(N3CCOCC3)nc3sc4c(=O)[nH]cnc4c23)CS1	·	0	7	-3.9	-0.2	-56	-5	-13	-0.3
O=C(N/N=C/c1ccccc1OC(=O)c1ccc2c(c1)OCO2)c1ccccc1	-0.023	12	3	-1.0	2.0	-1	9	8	1.9
CCCS(=O)(=O)N1CCN(Cc2ccccc2[N+](=O)[O-])CC1	-0.44	1	-7	1.5	0.7	23	-7	-3	-0.1

The list goes on; the last 3 above are carried over.
SMILES	Cl transport mod	eIF4E-4G inh	MDM2 E3 inh	TNF death inh	L929 necroptosis	Calpain2 inh	Rad51 HR inh	EBV gp42 inh	PERK inh
CC1(C)Cc2c(c(N3CCOCC3)nc3sc4c(=O)[nH]cnc4c23)CS1	·	0	7	-3.9	-0.2	-56	-5	-13	-0.3
O=C(N/N=C/c1ccccc1OC(=O)c1ccc2c(c1)OCO2)c1ccccc1	-0.023	12	3	-1.0	2.0	-1	9	8	1.9
CCCS(=O)(=O)N1CCN(Cc2ccccc2[N+](=O)[O-])CC1	-0.44	1	-7	1.5	0.7	23	-7	-3	-0.1
O=C(CSc1nc2ccccc2[nH]1)Nc1c(F)c(F)c(F)c(F)c1F	0.62	-3	0	1.8	14	-10	-10	-3	-0.4
OCCN1CCOCCOCCN(CCO)CCN(CCO)CC1	0.37	-10	-4	0.1	0.1	-14	3	1	0.4
CCOCCCn1cnc2c([nH]c3cc(OC)ccc32)c1=O	·	2	7	1.8	1.1	-8	1	3	-1.3
COc1ccccc1N1CSC2=C(C#N)C(c3ccc(SC)cc3)CC(=O)N2C1 (configuration not stated)	0.79	-4	-16	-0.8	2.6	-33	10	-37	1.1
Cc1cc(C=O)c(C)n1-c1ccc2c(c1)OCO2	-0.1	1	0	-0.9	22	-8	-30	-5	-0.5
CCOC(=O)c1cnc(COc2ccc(OC)cc2)[nH]c1=O	0.41	0	-1	-1.9	1.4	0	-15	-4	1.8
COC(=O)C1=C(Nc2ccc(C)cc2)C=C(C)C(C(=O)OC)C1c1cccc(OC)c1 (configuration not stated)	-0.66	-4[fluorescence artefact?]	-17	-5.0	-1.3	5	-4	-4	-1.4
O=C(O)CC/C(=N\NC(=O)c1ccccc1Br)c1ccccc1	1.2	-8[fluorescence artefact?]	12	1.1	0.6	18	0	0	0.1
Cc1ccccc1NC(=S)N1CCN(C(=O)c2ccco2)CC1	i	2	-3	-1.1	1.4	-14	-18	3	0.9
Cc1nc(Cl)sc1C(=O)Nc1ccc(Cl)cc1	0.42	7	8	1.5	0.7	20	25	10	0.8

Fetched by compound from the entries so far, 2 records:
SMILES	Cl transport mod	eIF4E-4G inh	MDM2 E3 inh	TNF death inh	L929 necroptosis	Calpain2 inh	Rad51 HR inh	EBV gp42 inh	PERK inh
O=C(O)CC/C(=N\NC(=O)c1ccccc1Br)c1ccccc1	1.2	-8[fluorescence artefact?]	12	1.1	0.6	18	0	0	0.1
OCCN1CCOCCOCCN(CCO)CCN(CCO)CC1	0.37	-10	-4	0.1	0.1	-14	3	1	0.4

Following part.
SMILES	Cl transport mod	eIF4E-4G inh	MDM2 E3 inh	TNF death inh	L929 necroptosis	Calpain2 inh	Rad51 HR inh	EBV gp42 inh	PERK inh
COc1ccc2c(Cl)c(C(=O)N/N=C/c3c(C)[nH]c4ccccc34)sc2c1	0.75	0	7	2.9	2.4	-15	-19	-107	0.2
COc1ccc(C(=O)COc2nc(C)cc(C)c2C#N)cc1	-1.7	-3	-18	-1.2	-0.1	13	3	-10	-0.9
COc1ccc2[nH]c(C(=O)Nc3ccccc3Cl)cc2c1	0.092	-6	-11	-7.6	1.1	-17	-8	-7	-0.5
CCC(C(=O)NC(C)(C)C)N(C(=O)Cn1nnc(-c2ccccc2F)n1)c1cnc2ccccc2c1 (configuration not stated)	0.27	1	-14	0.8	0.4	-3	-11	-14	0.0
CC12COC3(C(=O)Nc4cccnc4)CC1CCC32C (configuration not stated)	·	0	-16	-0.3	2.7	1	-3	-11	1.9
CCc1ccc(N2CC(C(=O)NC3=NCCS3)CC2=O)cc1 (configuration not stated)	·	-11	-22	1.8	1.4	30	-5	5	0.9
CCCCn1cnc2c1c(=O)[nH]c(=O)n2CCCC	0.078	2	-11	-0.6	-0.8	-38	0	19	-0.2
CC1CC(N(C(=O)c2ccc(Cl)cc2)c2ccccc2)c2ccccc2N1C(=O)c1ccco1 (configuration not stated)	-0.35	-7	-19	-6.7	-0.7	-184	-12	11	-1.1
CCCCNC(=O)CC(NS(=O)(=O)c1ccc(C)cc1)c1ccco1 (configuration not stated)	·	-2	-12	-3.9	-0.2	3	-12	-11	0.0
Cc1ccc(NC(=O)C2=CCN(S(=O)(=O)c3ccc(F)cc3)CC2)c(C)c1	-0.53	2[fluorescence artefact?]	·	0.9	·	-15	·	-12	0.8
COC(=O)c1cccc(NC(=S)Nc2cc(Cl)ccc2OC)c1	2	1	-24	-1.0	-0.7	-18	·	-1	0.7
Cc1cccc(/C=C2/SC(=O)N(Cc3ccccc3Cl)C2=O)n1	·	1	-4	0.5	0.0	19	-3	-3	1.5
COc1ccc(S(=O)(=O)N(CC(=O)Nc2ccc3c(c2)OCO3)c2ccccc2OC)cc1	0.69	-9	-15	-7.0	-0.2	-30	4	-15	-0.2
CCN(c1ccccc1)S(=O)(=O)c1ccc(OC)c(NC(=O)CN(C)C)c1	0.31	2	-3	0.1	-0.3	-3	-5	-11	0.8
COc1cc(/C=N/N2C(=O)C3C4C=CC(CC4)C3C2=O)ccc1O (configuration not stated)	0.65	2	-18	0.6	0.9	2	·	-12	1.3
Cc1ccc(N2C(=N)/C(=C3/Nc4ccccc4S3)C(c3ccccc3)C2=O)cc1 (configuration not stated)	-0.38	-9	-4	-3.7	-0.7	-82	-29	0	0.2
CCN(CC)Cc1c(O)ccc2occ(C(=O)c3ccc(OC)cc3)c12	-1.7	0[fluorescence artefact?]	-8	1.9	-1.6	-12	5	7	-1.2
O=C(Nc1nncs1)c1ccc(Br)c(S(=O)(=O)N2CCCC2)c1	·	-4	8	-1.0	-1.1	32	-1	-9	1.0
CC(=O)c1ccc(N2CCN(C(=S)Nc3ccccc3)CC2)cc1	·	-8[fluorescence artefact?]	-21	-1.9	-0.4	-70	-3	6	0.7
CCCCc1ccc(CC(=O)O)cc1	0.29	6	4	-2.1	0.0	8	-2	-27	0.8

Structures listed so far shown as hits in Cl transport mod.
Compound | Cl transport mod | eIF4E-4G inh | MDM2 E3 inh | Calpain2 inh | EBV gp42 inh | PERK inh
CSc1ccccc1NC(=S)N/N=C/c1cccn1Cc1ccc(F)cc1 | 4.1* | 0 | -8 | -22 | -10 | 1.0
CCCCn1c(SCC(=O)NCc2ccco2)nc2ccccc2c1=O | 9.1* | -5 | -11 | -110 | -5 | -2.2

Later entries.
SMILES	Cl transport mod	eIF4E-4G inh	MDM2 E3 inh	TNF death inh	L929 necroptosis	Calpain2 inh	Rad51 HR inh	EBV gp42 inh	PERK inh
Cc1nc(C(C)NC(=O)CCc2nnc(Cc3c[nH]c4ccccc34)o2)cs1 (configuration not stated)	0.21	-1	5	-0.5	18	-17	-7	-7	0.3
COc1ccc(C(C(=O)OC(C)CN(C)C)c2ccccc2)cc1 (configuration not stated)	-0.5	-2	-14	-2.6	-0.2	-14	5	-4	0.4
CCN(CC)CCN1C(=O)C(=O)/C(=C(/O)c2ccccc2)C1c1ccccc1F (configuration not stated)	1.7	4	-1	-3.6	-0.2	14	1	-63	-0.5
Cc1cccn2c(=O)c3cc(C(=O)N(C)C)n(C)c3nc12	·	·	-3	-5.2	0.1	i	-4	25	0.4
CCCOc1ccc(C(=O)Nc2nc(C)c(Cc3ccc4c(c3)OCO4)s2)cc1	0.056	3	-7	0.7	0.9	-39	-1	10	-0.7
Cc1cc(-c2ccco2)n(CC(=O)NCc2ccco2)n1	0.55	-1	-5	0.6	0.1	-3	5	-13	0.1
O=C(Nc1ccc(S(=O)(=O)NCC2CCCO2)cc1)c1ccc(Cl)cc1[N+](=O)[O-] (configuration not stated)	-2.4	-2	-14	1.1	3.0	8	-1	4	-0.5
O=S(=O)(c1cc(C(F)(F)F)ccc1Cl)N1CCN(c2ccccn2)CC1	-2.8	-1	-7	1.6	-0.5	14	13	-1	-1.0
COc1ccc(S(=O)(=O)N2CCCCCC2)cc1C(=O)OCC(=O)NC(N)=O	-0.17	6[fluorescence artefact?]	-12	-2.0	-0.4	37	1	-23	-0.7

This is a random part of the collection. Share with any hit: about 3.6%.
